# EphB4 antag = EphB4-ephrin-B2 interaction antagonists, primary screen, biochemical, TNYL-RAW peptide probe, fluorescence polarization; inhibition, % at 7 µM; Ephrin type-B receptor 4 (Homo sapiens), P54760; actives 0.15% (n = 97,000); EphB4 LBD / TNYL-RAW-Alexa532 peptide;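 active = inhibition above the screen-wide mean inhibition plus 3 SD, cut at about 15% in these data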;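 note: 0% = DMSO wells and 100% = excess unlabeled TNYL-RAW peptide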
# PLK1 kinase inh = human PLK1 kinase inhibitors, primary screen, biochemical, TR-FRET; Serine/threonine-protein kinase PLK1 (Homo sapiens), P53350; recombinant PLK1 kinase, TR-FRET peptide phosphorylation; inhibition, % at 10 µM; actives 0.53% (n = 97,000); AID 619, 2007;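 active = inhibition of 50% or more in the single-concentration screen; inactive = inhibition below 50%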;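 note: 0% = DMSO max control and 100% = H-89 dihydrochloride min control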
# Target sequence (P53350 whole entry, looked up): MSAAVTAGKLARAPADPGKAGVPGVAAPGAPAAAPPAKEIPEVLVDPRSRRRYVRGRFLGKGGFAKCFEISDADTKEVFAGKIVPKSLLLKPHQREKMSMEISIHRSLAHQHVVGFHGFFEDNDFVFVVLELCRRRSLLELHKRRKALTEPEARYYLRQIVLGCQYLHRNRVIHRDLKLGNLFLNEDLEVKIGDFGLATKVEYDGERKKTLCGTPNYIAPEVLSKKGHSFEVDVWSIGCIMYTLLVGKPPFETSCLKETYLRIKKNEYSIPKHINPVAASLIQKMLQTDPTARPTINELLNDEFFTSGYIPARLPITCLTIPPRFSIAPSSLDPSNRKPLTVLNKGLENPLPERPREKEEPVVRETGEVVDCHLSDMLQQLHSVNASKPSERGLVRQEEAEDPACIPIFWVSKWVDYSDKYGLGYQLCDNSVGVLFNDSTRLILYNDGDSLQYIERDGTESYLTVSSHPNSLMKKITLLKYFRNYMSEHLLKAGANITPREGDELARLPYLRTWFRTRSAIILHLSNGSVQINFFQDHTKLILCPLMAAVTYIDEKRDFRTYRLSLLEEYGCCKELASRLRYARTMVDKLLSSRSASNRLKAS
# Candida biofilm = clotrimazole potentiators killing Candida biofilms, primary screen, with clotrimazole, Alamar Blue | actives 0.14% (n = 85,000) | inhibition, % at 6 µM | AID 834, 2007 | C. albicans biofilm + clotrimazole;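 active = inhibition above 20%; inactive = inhibition below 20%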;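 note: preformed 24 hr biofilms exposed to compound for 48 hr; 0% = biofilm without compound and 100% = blank killed by clotrimazole plus chlorhexidine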
# PTPN22 act = LYP phosphatase activators, primary screen, biochemical, DiFMUP fluorescence, 2 µM | actives 0.11% (n = 96,000) | Tyrosine-protein phosphatase non-receptor type 22 (Homo sapiens), Q9Y2R2 | activation, % at 2 µM | recombinant LYP; 0 = plate median, 100 = signal doubled;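 active = activation at 2 µM above a set limit, the mean plus 5 SD, cut at about 37% in these data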
# PTPN22 inh 2 = PTPN22 phosphatase inhibitors, primary screen, biochemical, DiFMUP fluorescence, 2 µM | recombinant LYP catalytic domain | inhibition, % at 2 µM | actives 0.21% (n = 96,000) | AID 640, 2007;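 active = inhibition at 2 µM at or above a set limit, the screen mean plus 3 SD, cut at about 24% in these data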;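 note: 0% = DMSO with enzyme and 100% = enzyme fully blocked by orthovanadate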
# CYP2C9 inh = blockers of cytochrome P450 2C9 activity – biochemical, luminescence, ADME assay, primary screen; P11712; CYP2C9 Supersomes, luciferin-H conversion; inhibition, % at 5 µM; actives 20% (n = 96,000);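 active = blocking of liver enzyme CYP2C9 beyond about 50% at 5 µM, limit read from the data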; note: values of inactives mirror those of a sister screen read the other way
# Plk1 PBD FP = Plk1 polo box domain binding inhibitors, primary screen, biochemical, fluorescence polarization; actives 0.13% (n = 97,000); inhibition, %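 (tested at about 20 µM)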; AID 693, 2007; Plk1 PBD phosphopeptide binding; in the data active = inhibition above about 34%, passing the limit was not always enough
# HIV Rev-RRE inh = HIV-1 Rev-RRE binding inhibitors, primary screen, biochemical, FRET, protein-RNA interaction; P05866; Rev peptide-RRE RNA binding; inhibition, % at 8 µM; actives 0.79% (n = 97,000); AID 704, 2007;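 active = inhibition above the screen-wide mean plus 3 SD, cut at about 35% in these data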;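 note: 0% = median DMSO wells and 100% = median Neomycin B control wells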
# Target sequence (P05866 whole entry, looked up): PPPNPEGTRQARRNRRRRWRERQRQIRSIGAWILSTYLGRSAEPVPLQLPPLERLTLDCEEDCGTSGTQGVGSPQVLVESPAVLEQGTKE
#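 Test system: labelled RRE RNA duplex and labelled Rev peptide. Times: 5 min compound–RNA preincubation, then 15 min with peptide, 25 °C. Doses: single-dose 8 µM. Measured by: FRET, excitation 480 nm, emission 540 nm donor and 671 nm acceptor. Measure: % inhibition of FRET ratio versus controls.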
# CYP2C9 act = human CYP2C9 activators, primary screen, biochemical, luminescence. actives 1.4% (n = 96,000). activation factor at 5 µM. recombinant CYP2C9, luciferin-H conversion; stronger effect = higher value; factor 1 = untreated enzyme, 0 = blocked;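 active = activation factor of 2 or more for CYP2C9 at a 5 µM dose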;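 note: 0 = sulfaphenazole-blocked wells and 1 = vehicle-only wells; values of inactives mirror those of a sister screen read the other way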
# * = called active by the depositor; . = no result given.
SMILES,EphB4 antag,PLK1 kinase inh,Candida biofilm,PTPN22 act,PTPN22 inh 2,CYP2C9 inh,Plk1 PBD FP,HIV Rev-RRE inh,CYP2C9 act
O=C(NC1CCCCCC1)c1ccc2c(=O)n3c(nc2c1)CCCCC3,3,-5,-2,-3,3,35,-15,9,0.7
CC(=O)O[C@@H]1[C@@H](OC(C)=O)[C@H](n2ccc3cc([N+](=O)[O-])ccc32)OC[C@@H]1OC(C)=O,-3,-3,10,2,-4,.,-7,2,.
COc1ccc(OCC(=O)O/N=C(\N)Cc2ccc(Cl)cc2Cl)cc1,-6,-1,7,0,1,0,10,19,1
COc1ccc2c(c1)c(=O)cc(C)n2CC(=O)NCc1ccco1,-3,-15,4,-5,4,6,-6,0,0.9
CCn1cc(C(=O)N2CCN(Cc3ccc4c(c3)OCO4)CC2)c2cc(OC)c(OC)cc2c1=O,-1,-10,10,-2,5,-44,12,3,1.4
CCOC(=O)N1CCN(c2ccc(O)cc2)CC1,1,-7,.,-3,6,-4,-4,7,1
Cc1ccc2nc(SCC(=O)NCc3ccco3)c(C#N)cc2c1,2,-10,7,-7,5,44,20,10,0.6
Cc1ccc(-n2nnnc2SCC(=O)N2CCc3ccccc3C2)cc1,-2,-3,10,-17,13,.,-3,4,.
COC(=O)CSc1[nH]c(=O)cc(C)c1C#N,5,0,5,-10,12,2,25,6,1
CC(C)N1C(=O)CN(C2CCCCCC2)C(=O)C1c1ccccc1F (stereo not drawn),3,-5,2,-10,8,0,24,7,1
CCc1ccccc1OCCCCN1CCCC1,0,-5,-2,6,-2,0,4,2,1
O/N=C(/Cc1ccccn1)c1ccccc1,-5,-8,6,-6,4,-12,-7,6,1.1
CC1=NN(/C(=N\c2nnc(C)s2)Nc2ccccc2)[C@H](c2cccc3ccccc23)S1,-1,10,7,0,-2,.,-16,-2,.
Cc1ccc(Cn2ccc(NC(=O)C3C4CCC(C4)C3C(=O)O)n2)cc1 (stereo not drawn),-1,-9,12,12,-13,13,15,-4,0.9
Cc1noc(C)c1CSc1nc2sc(C)c(C)c2c(=O)n1C1CCCC1,0,-10,12,-4,1,90*,0,2,0.1
CN(CCNC(=O)c1cccc(N2CCCC2=O)c1)Cc1ccccc1,2,-5,-2,-7,7,20,9,3,0.8
Cc1ccnc(NC(=O)CSc2cc(=O)n(C)c3ccccc23)c1,-10,20,1,4,-6,-209,-43,-5,3.1*
COc1ccc(-c2nnc(-c3cccs3)o2)cc1OC,3,-10,3,5,-7,18,-8,3,0.8
Cc1c(NC(=O)C(Sc2ccccc2)c2ccccc2)cccc1[N+](=O)[O-] (stereo not drawn),-3,-9,.,12,-8,23,-22,10,0.8
CNC(=O)CC(C(=O)O)c1ccc(OCC(C)C)cc1 (stereo not drawn),-3,-4,10,12,-7,-13,64*,-1,1.1
CCn1c(C)c2c(C)nnc(C)c2c1C,4,28,2,2,-7,4,-6,1,1
COc1ccccc1OCCNC1CCCC1,5,-11,.,-8,8,5,-3,3,0.9
Cc1cc(/C=C(\C#N)C(=O)NCc2ccco2)c(C)n1C1CCCC1,2,-13,8,5,-4,22,4,3,0.8
COc1ccccc1OCCNC(=O)c1cccs1,2,-7,10,11,-7,52*,-21,4,0.5
COc1ccc(OC)c(S(=O)(=O)NCCO)c1,6,-6,9,6,-6,-7,1,11,1.1

# 17 successive records already listed:
SMILES,EphB4 antag,PLK1 kinase inh,Candida biofilm,PTPN22 act,PTPN22 inh 2,CYP2C9 inh,Plk1 PBD FP,HIV Rev-RRE inh,CYP2C9 act
COC(=O)CSc1[nH]c(=O)cc(C)c1C#N,5,0,5,-10,12,2,25,6,1
CC(C)N1C(=O)CN(C2CCCCCC2)C(=O)C1c1ccccc1F (stereo not drawn),3,-5,2,-10,8,0,24,7,1
CCc1ccccc1OCCCCN1CCCC1,0,-5,-2,6,-2,0,4,2,1
O/N=C(/Cc1ccccn1)c1ccccc1,-5,-8,6,-6,4,-12,-7,6,1.1
CC1=NN(/C(=N\c2nnc(C)s2)Nc2ccccc2)[C@H](c2cccc3ccccc23)S1,-1,10,7,0,-2,.,-16,-2,.
Cc1ccc(Cn2ccc(NC(=O)C3C4CCC(C4)C3C(=O)O)n2)cc1 (stereo not drawn),-1,-9,12,12,-13,13,15,-4,0.9
Cc1noc(C)c1CSc1nc2sc(C)c(C)c2c(=O)n1C1CCCC1,0,-10,12,-4,1,90*,0,2,0.1
CN(CCNC(=O)c1cccc(N2CCCC2=O)c1)Cc1ccccc1,2,-5,-2,-7,7,20,9,3,0.8
Cc1ccnc(NC(=O)CSc2cc(=O)n(C)c3ccccc23)c1,-10,20,1,4,-6,-209,-43,-5,3.1*
COc1ccc(-c2nnc(-c3cccs3)o2)cc1OC,3,-10,3,5,-7,18,-8,3,0.8
Cc1c(NC(=O)C(Sc2ccccc2)c2ccccc2)cccc1[N+](=O)[O-] (stereo not drawn),-3,-9,.,12,-8,23,-22,10,0.8
CNC(=O)CC(C(=O)O)c1ccc(OCC(C)C)cc1 (stereo not drawn),-3,-4,10,12,-7,-13,64*,-1,1.1
CCn1c(C)c2c(C)nnc(C)c2c1C,4,28,2,2,-7,4,-6,1,1
COc1ccccc1OCCNC1CCCC1,5,-11,.,-8,8,5,-3,3,0.9
Cc1cc(/C=C(\C#N)C(=O)NCc2ccco2)c(C)n1C1CCCC1,2,-13,8,5,-4,22,4,3,0.8
COc1ccccc1OCCNC(=O)c1cccs1,2,-7,10,11,-7,52*,-21,4,0.5
COc1ccc(OC)c(S(=O)(=O)NCCO)c1,6,-6,9,6,-6,-7,1,11,1.1

# Further compounds follow:
SMILES,EphB4 antag,PLK1 kinase inh,Candida biofilm,PTPN22 act,PTPN22 inh 2,CYP2C9 inh,Plk1 PBD FP,HIV Rev-RRE inh,CYP2C9 act
COC(=O)c1ccc(NC(=O)CSc2nnc(COc3ccc4c(c3)CCCC4)o2)cc1,2,-10,.,3,-5,3,-15,7,1
Clc1cccc(CSc2nnc(-c3sccc3-n3cccc3)o2)c1,4,-6,.,4,-2,-9,-20,10,1.1
CN(Cc1ccccc1)c1ncnc2ccc(Br)cc12,0,6,3,-2,6,84*,-15,9,0.2
CC1CC(C)(C)N(C(=O)NC2CCCCC2)c2ccccc21 (stereo not drawn),1,5,4,2,-7,.,-4,4,.
C/C(CCc1ccc2c(c1)OCO2)=N\N=C1\NC(=O)CC(C(=O)Nc2ccccc2)S1 (stereo not drawn),-2,-1,.,4,-1,68*,-8,-1,0.3
CSCC[C@H](NC(=O)OC(C)(C)C)c1nnc(SCC(N)=O)o1,5,-14,5,5,-4,-1,10,4,1
CC1(C)Cc2c(C#N)c(N3CCN(C(=O)c4ccccc4)CC3)nc(Cc3ccccc3)c2CO1,-1,-5,-2,-19,21,98*,-8,11,0
CC(=O)N1CCN(c2nc(CC(C)C)c3c(c2C#N)CCC3)CC1,5,0,10,-1,-2,73*,-15,5,0.3
COCCNC(=O)C(OC(=O)c1cc2oc(C)cc2n1C)C(C)C (stereo not drawn),-1,-13,10,11,-11,18,12,-1,0.8
Cc1cc2ncn(S(=O)(=O)c3ccc(S(=O)(=O)N4CCOCC4)cc3)c2cc1C,-5,-7,5,-8,6,6,28,2,0.9
CC(C)N(C(=O)CSc1nnc(Cn2nnc3ccccc32)n1C)C(C)C,3,-11,2,6,-5,-41,45,0,1.4
CCOc1ccc(NC(=O)c2cc3c(=O)n(C)c4ccccc4c3n2C)cc1,-2,-11,-2,-13,11,84*,-4,-1,0.2
CCCn1c(SCC(=O)c2ccc(OC)c(OC)c2)nc2c1c(=O)n(C)c(=O)n2C,-7,-14,6,11,-12,.,-5,-5,.
CCN=C1SC(C(=O)Nc2cccc(C(=O)O)c2)CC(=O)N1CC (stereo not drawn),0,-2,6,12,-16,-6,-24,9,1.1
c1ccc(-n2c(-c3ccncc3)nnc2N2CCOCC2)cc1,1,-11,-3,-7,4,7,-16,4,0.9
Cc1ccc(S(=O)(=O)N2CCN(C(=O)CSc3nnc(C)s3)C2)cc1,-9,0,8,-1,-2,-2,11,1,1
Cc1ccccc1NC(=O)C(C)O/N=C/c1cccc([N+](=O)[O-])c1 (stereo not drawn),-2,-16,.,-1,-1,93*,-6,2,0.1
O=c1oc(-c2cccs2)nc2scc(-c3cccs3)c12,0,-14,7,3,-7,-36,-4,5,1.4
O=C(CSc1n[nH]c(-c2ccncc2)n1)NC1CCS(=O)(=O)C1 (stereo not drawn),-7,-7,4,8,-11,72*,-19,6,0.3
COc1ccc(CCNS(=O)(=O)c2cccc3nsnc23)cc1OC,-15,-6,4,5,-8,.,0,2,.
N#CCCN1CCN(C(=S)c2ccc(-c3cc(Cl)ccc3Cl)o2)CC1,1,-12,7,2,-3,-174,-10,-7,2.7*
Cc1cccc(N2CCN(C(=O)c3ccncc3)CC2C)c1 (stereo not drawn),3,-5,6,-6,5,49,-11,6,0.5
COc1cccc2cc(-c3csc(CCn4nc(C)cc4C)n3)c(=O)oc12,-2,-13,10,-2,2,66*,-18,11,0.3
Cc1ccc(S(=O)(=O)N/N=C/c2ccc(OC3CSC3)cc2)cc1,7,-2,.,0,4,5,12,1,1
COc1ccc(C(=O)SC2=NCCS2)cc1OC,7,-6,11,3,-3,-109,5,5,2.1*

# Additional results follow.
SMILES,EphB4 antag,PLK1 kinase inh,Candida biofilm,PTPN22 act,PTPN22 inh 2,CYP2C9 inh,Plk1 PBD FP,HIV Rev-RRE inh,CYP2C9 act
N#Cc1nc(Cc2ccccc2)oc1N1CCC(Cc2ccccc2)CC1,2,-11,5,-21,23,48,-2,16,0.5
Cc1cccc(C(=O)NCCN2CCN(c3ccccc3)CC2)c1,1,-12,8,2,-2,12,1,0,0.9
Cc1cc(Cl)ccc1NC(=S)NCCC(c1ccccc1)c1ccccc1,0,-12,.,-6,10,85*,-11,-2,0.2
COc1cc(/C=N\NC(=O)c2ccc(=O)[nH]n2)cc(OC)c1OC,4,-4,.,-2,6,-4,-19,2,1
Cc1ccc(NC(=S)NC(=O)c2c(-c3ccccc3Cl)noc2C)cc1,3,-7,.,-4,6,29,-39,2,0.7
O=C(Nc1ccc2snnc2c1)N1CCN(c2ccccc2)CC1,8,-9,8,3,0,41,10,-1,0.6
O=C(Nc1scc(-c2ccc(F)cc2)c1C(=O)O)c1ccco1,6,-6,6,-4,2,30,8,10,0.7
COc1cccc(NC(=O)c2ccc(NC(C)=O)cc2)c1,4,-6,2,-6,6,-34,1,3,1.3
COc1cc(CNCc2ccccn2)ccc1OCc1cccc(Cl)c1,3,-16,.,6,-9,7,2,2,0.9
Cc1ccc2oc(-c3cccc(NC(=O)C4CCCO4)c3)nc2c1 (stereo not drawn),5,1,-2,-2,-1,20,-8,8,0.8
CC(C)(C)C1CCC2(CC1)Nc1cccc3cccc(c13)N2,-2,3,4,-6,5,80*,-2,-1,0.2

# Screening results (PubChem BioAssay)
